LmPK inhibitor = LmPK (Leishmania mexicana) enzyme inhibition; AID 1721; Potency, µM (titrated, usually from 57.5 µM), without a hit: top-dose activity change, negative = inhibition, most hits filed as inhibitors; Q27686; purified LmPK, Kinase-Glo ATP luminescence, 1 h; 0.37% of 290,000 active; further: potency means the concentration at half of the fitted maximal effect; on the % scale 0 is the no-effect control and ±100 the full control effect
Target sequence (Q27686 whole entry, looked up): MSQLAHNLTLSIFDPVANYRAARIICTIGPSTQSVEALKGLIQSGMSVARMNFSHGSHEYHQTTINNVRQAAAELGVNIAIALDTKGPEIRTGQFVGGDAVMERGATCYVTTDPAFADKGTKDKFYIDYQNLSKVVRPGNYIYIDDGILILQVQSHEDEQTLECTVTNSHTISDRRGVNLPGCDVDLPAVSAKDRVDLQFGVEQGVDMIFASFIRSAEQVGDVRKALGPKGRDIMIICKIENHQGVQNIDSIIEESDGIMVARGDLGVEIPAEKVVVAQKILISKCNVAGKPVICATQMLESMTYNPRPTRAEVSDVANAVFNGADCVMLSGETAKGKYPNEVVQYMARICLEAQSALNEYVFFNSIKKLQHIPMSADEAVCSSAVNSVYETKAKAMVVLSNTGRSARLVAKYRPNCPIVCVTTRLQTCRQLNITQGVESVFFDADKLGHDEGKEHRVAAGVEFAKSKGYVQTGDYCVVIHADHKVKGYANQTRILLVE
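In 50 mM imidazole pH 7.2 with 7 mM MgCl2, LmPK (0.1 nM) turned over PEP (0.5 mM) and ADP (0.1 mM) for 1 h at room temperature. Luciferase read-out of ATP.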
Shiga inhibitor = inhibitors of Shiga toxin in Vero cells | inhibition, % at 38.7 µM | Vero cells, Shiga toxin protein synthesis inhibition reporter | 9.2% of 290,000 active; in the data active means inhibition mostly above about 28%, no sharp cut-off; inactive means mostly below about 43%; further: 0% is about no effect
Pf growth 48h = inhibits P. falciparum growth in the first generation, 48 h; P. falciparum luciferase growth in erythrocytes, 48 h; Potency, µM (highest dose often 28.7 µM), inactives show at the top dose activity change, negative = inhibition, usual class: inhibitors; 5.9% of 310,000 active; further: potency means the concentration at half of the fitted maximal effect; on the % scale 0 is the no-effect control and ±100 the full control effect
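First compound was added to culture medium, then infected red cells at 0.1% parasitemia and 2% hematocrit (final). After incubation at 37 C under 5% CO2, luciferase detection reagent was dispensed and light output recorded.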
Pf growth 96h = P. falciparum growth inhibition at 96 hours; P. falciparum luciferase reporter growth, 96 h; 6.9% of 320,000 active; Potency, µM (doses to about 28.7 µM), for inactives: top-dose activity change, negative = inhibition, most hits filed as inhibitors; AID 504834; further: potency means the concentration at half of the fitted maximal effect; on the % scale 0 is the no-effect control and ±100 the full control effect
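96 h incubation, 37 C, 5% CO2, of luciferase-reporter P. falciparum-infected RBCs (2% hematocrit, 0.05% parasitemia final) with test compounds; endpoint luminescence.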
AmpC no deterg = inhibitors of E. coli AmpC beta-lactamase without detergent. P00811. AmpC nitrocefin hydrolysis, absorbance 480 nm, 0.0001% Triton. Potency, µM (top dose mostly 57.1 µM), for the others: top-dose activity change, negative = inhibition, hits mostly inhibitors. 0.52% of 330,000 active. AID 485341;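 further: potency means the concentration at half of the fitted maximal effect; plate controls were no compound for no effect and no enzyme for full effect; nearly all actives have a fitted effect of over 20% in size; some results filed as inactive show a strong effect at the top dose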
Target sequence (P00811 whole entry, looked up): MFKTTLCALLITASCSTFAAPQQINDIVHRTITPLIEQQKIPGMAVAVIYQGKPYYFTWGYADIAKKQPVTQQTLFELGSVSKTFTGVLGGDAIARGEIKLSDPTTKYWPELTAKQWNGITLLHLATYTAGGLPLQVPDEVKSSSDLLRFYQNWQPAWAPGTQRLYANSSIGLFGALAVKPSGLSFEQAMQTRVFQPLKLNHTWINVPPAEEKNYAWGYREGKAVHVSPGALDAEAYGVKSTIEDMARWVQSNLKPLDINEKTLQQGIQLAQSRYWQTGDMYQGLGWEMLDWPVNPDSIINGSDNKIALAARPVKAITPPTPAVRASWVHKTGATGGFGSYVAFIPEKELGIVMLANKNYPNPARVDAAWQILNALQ
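AmpC (5.3 nM in the dispensed reagent) in 20 mM phosphate pH 7.0 with 0.01% (detergent screen) or 0.0001% Triton X-100 was preincubated with compounds for 15 min at room temperature. Nitrocefin was then added from an 800 uM solution, and hydrolysis was followed at 480 nm.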
TbPYK inhibitor = inhibitors of Trypanosoma brucei pyruvate kinase; Q57TT1; TbPYK enzyme, Kinase-Glo Plus ATP luminescence, 45 min; Potency, µM (series often up to 76.8 µM), inactives show top-dose activity, negative = inhibition, hits mostly inhibitors; 0.12% of 410,000 active; further: potency means the concentration at half of the fitted maximal effect; on the % scale 0 is the no-effect control and ±100 the full control effect; nearly all actives have a fitted effect of over 50% in size
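Glycolytic pyruvate kinase of T. brucei was incubated with substrate, test compound and 130 uM ADP for 45 minutes at room temperature. Luminescent Kinase-Glo Plus signal was measured after 10 minutes.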
CHX counter = counter-screen hit for Shiga toxin inhibitors, cycloheximide; 12% of 300,000 active; cell reporter, cycloheximide protein synthesis inhibition counterscreen; max response, %; AID 2314; in the data active means max response mostly above about 13%, no sharp cut-off; inactive means mostly below about 14%; further: read at 38.3 µM for the half of the compounds with a filed dose; 0% is about no effect
Active calls of the source: *; i = inactive; u = inconclusive; x = no result given; & = joins results of further samples; [ ] = remark or other dose. Unless noted, the call rests on the fitted dose curve; in most records, active means well fitted curve in the direction sought with a large enough effect; inconclusive means small, poorly fitted or top-dose-only effect, or another doubt; inactive means no such curve, though single readings can be large; an effect the other way counts as inactive or inconclusive.

Structure	LmPK inhibitor	Shiga inhibitor	Pf growth 48h	Pf growth 96h	AmpC no deterg	TbPYK inhibitor	CHX counter
CCOC(=O)c1c(NC(=O)COC(=O)CCOc2ccccc2C)sc(C(=O)NC)c1C	x	x	-4%	-13%	-11%	0%	x
Fc1ccc(CN2CCCCCCC2)cc1	-3%	-18	x	12%	-16%	-21%	2
CC(=O)c1ccc(N2CCN(S(=O)(=O)c3ccc4c(c3)CC(C)N4C(C)=O)CC2)cc1 (stereo not given)	1%	34*	u	u	151%[activator]	-10%	11
Cc1cc(C)c([N+](=O)[O-])cc1NC(=O)CCS(=O)(=O)c1ccccc1	0%	-9	42%[activator]	67%[activator]	-11%	0%	1
C=CCn1c2[n+](c3ccccc3c1=O)CCCCC2	-4%	-12	-14%	45%[activator]	-19%	-5%	3
Oc1oc(-c2ccco2)nc1C=Nc1cccc(Cl)c1	0%	48	-19%	9%	-25%	-10%	27
S=C(NCCc1ccccn1)Nc1ccccc1	1%	34*	14%	54%[activator]	-19%	-1%	22*
COc1ccccc1-n1cnc2cc(NS(=O)(=O)c3ccccc3)ccc21	-2%	60*	-29%	38%[activator]	-9%	0%	33*
O=C1C=C(NCc2ccc(Cl)cc2)CCC1	4%	1	8%	-80%	-15%	-9%	-3
CC(C)Oc1ccccc1C1NC(=O)CCC1[N+](=O)[O-] (stereo not given)	-6%	9	11%	-14%	-10%	-12%	1
Cc1cc(/C=N/O)c(C)n1-c1cccc(Cl)c1	1%	10	u	18%	-31%	-4%	-1
CC(CCc1ccccc1)NC(=O)COC(=O)c1cccs1 (stereo not given)	-4%	-18	11%	32%	-19%	-2%	1
O=C(Cc1cccs1)Nc1nnc(-c2ccccc2)s1	3%	93	153%[activator]	48%[activator]	-24%	0%	19
O=C(COc1cccc2c1CCNC2=O)Nc1ccc(F)cc1	x	x	0%	9%	-5%	-5%	x
CCOC(=O)c1c(C)c(C(=O)N2CCN(C(=O)c3ccco3)CC2)c(C)n1C	8%	-14	-6%	x	5%	-17%	-5
COc1cccc(NC(=O)Nc2cccc(C(=O)O)c2)c1	-23%	47*	i	u	-12%	2%	26*
CCN(CC)N=Nc1[nH]nc2nc(C)cc(C)c12	5%	4	56%[activator]	101%[activator]	0%	-19%	25
Cc1[nH]c2ccccc2c1C(=O)CSC(=S)N1CCOCC1	-11%	84*	19%	26%	20%	3%	17*
NS(=O)(=O)c1ccc(NC(=O)C2Cc3ccccc3C(=O)O2)cc1 (stereo not given)	-1%	-12	16%	-2%	-12%	4%	1
Cc1nc(=O)c(-c2ccccc2)c(C)n1-c1ccc(O)cc1	-3%	17	-10%	x	-18%	-3%	-3

Single records (already shown). Order of screens: LmPK inhibitor, Shiga inhibitor, Pf growth 48h, Pf growth 96h, AmpC no deterg, TbPYK inhibitor, CHX counter
`COc1ccccc1-n1cnc2cc(NS(=O)(=O)c3ccccc3)ccc21` is listed as -2%, 60*, -29%, 38%[activator], -9%, 0%, 33*
`CC(C)Oc1ccccc1C1NC(=O)CCC1[N+](=O)[O-]` (stereo not given) is listed as -6%, 9, 11%, -14%, -10%, -12%, 1

New compounds follow.
Structure	LmPK inhibitor	Shiga inhibitor	Pf growth 48h	Pf growth 96h	AmpC no deterg	TbPYK inhibitor	CHX counter
Cc1ccc(-c2csc3ncnc(SCC(=O)Nc4nnc(C)s4)c23)cc1	7%	22	-9%	1%	u	7%	-4
CN(Cc1ccccc1)S(=O)(=O)c1ccc(Cl)nc1	8%	-19	3%	37%[activator]	-8%	-4%	-3
O=C1C2CC=C(Cl)CC2C(=O)N1CCc1c[nH]c2ccccc12 (stereo not given)	5%	47*	u	u	-8%	-11%	22*
COC(=O)c1nnn(CC(=O)NC(=O)Nc2ccc(F)cc2)c1C(=O)OC	10%	-11	-15%	u	-15%	-2%&-2%	-3
Cc1ccccc1N(CC(=O)NC(C)(C)C)C(=O)c1ccc(-c2ccccc2)[nH]1	1%	-8	u	279%[activator]	-15%	x	4
Cn1ccnc1SCC(=O)c1c[nH]c2ccccc12	u	78*	x	411%	-35%	-24%	44*
CCN(C(=O)CSc1nnnn1C)c1c(N)n(Cc2ccccc2)c(=O)[nH]c1=O	-7%	-2	-5%	-54%[1.15 µM]	-6%	4%	-4
CNc1c(NS(=O)(=O)c2cc(OC)ccc2OC)c(=O)oc2ccccc12	-1%	-2	u	11%	3%	-5%	8
Cc1ccc(N2CCCCn3c2nc2c3c(=O)n(CC(=O)O)c(=O)n2C)cc1	4%	-14	-8%	46%[activator]	-13%	-2%	-7
CCOC(=O)[C@H]1[C@H]2COc3ccccc3[C@@H]2N2C(=O)c3cc(F)ccc3NC(=O)[C@@]12C	x	x	u	47%[activator]	-21%	-5%	x
CCCCCC[N+](C)(C)CCSSCC[N+](C)(C)CCCCCC	21%	77	-1%	-1%	22%	3%	3
O=C(OCCN1CCCC1)C1(c2ccccc2)CCCC1	-11%	-11	1%	0.74µM*	-18%	5%	-1
c1cnc2nc(-c3ccc4c(c3)OCO4)cn2c1	u	38*	128%[activator]	46%[activator]	-2%	-1%	35*
Cc1ccc(CNS(=O)(=O)CCNC(=O)c2ccc3c(c2)OCO3)cc1	x	x	20%	49%[activator]	-9%	-4%	x
CCOc1ccc(NC(=O)CN(C)C(=O)c2ccc(COc3ccccc3)cc2)cc1OCC	x	x	u	35%[activator]	135%[activator]	-5%	x
COC(=O)c1ccc(Cn2nc(C)c(Cl)c2C)o1	-1%	41	46%[activator]	u	19%	11%	-5
Cc1cccc(NC(=O)CCC(=O)OCC(=O)c2ccc(Oc3ccc([N+](=O)[O-])cc3)cc2)c1	1%	-20	9%	124%[activator]	-33%	-8%	-5
COc1ccc(Cn2c(SCC(=O)NCc3ccco3)nc3ccsc3c2=O)cc1	4%	-40	13µM*	0%	-50%	2%	17*
N=C1C(c2nc(-c3ccc(F)cc3)cs2)=C(O)CN1Cc1ccc(Cl)cc1	7%	-11	-15%	x	-12%	0%	-1
Cc1c(N=Cc2c(O)n(Cc3ccco3)c(=O)[nH]c2=O)c(=O)n(-c2ccccc2)n1C	9%	-1	9%	u	-18%	-9%	-4

(more compounds)
Structure	LmPK inhibitor	Shiga inhibitor	Pf growth 48h	Pf growth 96h	AmpC no deterg	TbPYK inhibitor	CHX counter
Cn1ncc(N2CCN(C(=O)c3ccc(Cl)cc3)CC2)c(Cl)c1=O	-6%	-10	8%	u	-1%	2%	-3
CC(=O)N(C1=NCCCS1)c1ccc(Cl)cc1	-1%	-15	19%	9%	5%	0%	-6
O=C(Nc1cccc(F)c1)c1ccc(-c2ccccc2Cl)o1	2%	105*	50%[activator]	u	-2%	0%	66*
Cc1cccc(NC(=S)NCc2ccc(F)cc2)c1C	1%	2	u	u	-29%	-2%	-4
Cc1cc(NC(=O)CSc2cn(CC(=O)N(C(C)C)C(C)C)c3ccccc23)no1	7%	-7	0%	u	-1%	-9%	8
COc1ccc(NC(=O)c2cc3c(=O)n4ccccc4nc3n2C)cc1OC	-4%	3	10%	55%[activator]	-2%	-1%	5
C=CCOCC(O)Cn1c(N2CCCC2)nc2c1c(=O)[nH]c(=O)n2C (stereo not given)	2%	-2	5%	6.6µM*	-10%	-1%	-3
O=C(Nc1cc(Cl)ccc1Cl)c1cc(-c2ccco2)on1	0%	11	22%	-1%	-13%	-9%	-2
O=C(Nc1ccc(Oc2cccc3ccccc23)cc1)c1ccco1	8%	44	x	16%	-11%	0%	29*
O=C(NCC1CCCN1S(=O)(=O)c1cccs1)C(=O)Nc1cccc(F)c1 (stereo not given)	x	x	u	16%	-9%	0%	x
CCc1cc(=O)oc2cc(OCC=C(C)C)ccc12	-3%	37	20%	21%	-33%	1%	11
O=C(O)CC1S/C(=N\N=C2\C(=O)Nc3ccccc32)N(c2ccc(O)cc2)C1=O (stereo not given)	2%	18	23%	2%	-26%	-9%	12
Nc1cc(Nc2ccccc2)c2nonc2c1[N+](=O)[O-]	-6%	-12	u	7%	-9%	14%	-6
Cc1ccccc1C(=O)N1CCc2cc(-c3csc(NC(=O)CN4CCCC4)n3)ccc21	0%	34	4.1µM*	-5%	70%[activator]	-9%	17
COc1ccc(Nc2ccc(N3C(=O)CCCC3=O)cc2[N+](=O)[O-])c(OC)c1	-2%	-19	-11%	-6%	1%	-6%	-7
COC(=O)c1c(N2C(=O)[C@H]3[C@@H](C2=O)[C@]2(C(=O)Nc4c(C)cc(C)cc42)N2CCC[C@@H]32)sc(C)c1C	6%	35	u	u	95%[activator]	-2%	-4
Cc1nn(C)cc1NC(=O)Cn1nc(C(F)(F)F)cc1C1CC1	-8%	-5	4%	6%	0%	-7%	-1
CCn1nccc1C(=O)Nc1nccs1	-5%	5	13%	2%[5.75 µM]	-21%	-1%	4
COc1cccc(Nc2nc(Nc3ccc(Cl)c(C(=O)O)c3)nc(C)c2[N+](=O)[O-])c1	x	x	6%	79%[activator]	-1%	-16%	x
O=c1cc(CN2CCN(C/C=C/c3ccccc3)CC2)c2cc(O)ccc2o1	2%	-11	3.3µM*	2.9µM*	-1%	-4%	-2

Next entries.
Structure	LmPK inhibitor	Shiga inhibitor	Pf growth 48h	Pf growth 96h	AmpC no deterg	TbPYK inhibitor	CHX counter
CCOC(=O)CSc1nc2ccccc2c(=O)n1CCCCCC(=O)NCc1ccco1	12%	-6	12µM*	33%[activator]	46%	2%	7
CN1CCN(/N=C/c2cccc(Cl)c2Cl)CC1	-4%	41*	60%[activator]	30%	-13%	-1%	29*
CCOc1ccc(C(C(=O)NCC2CCCO2)N(CCc2cccc(C)c2)C(=O)c2snc(C(N)=O)c2N)cc1 (stereo not given)	1%	25	9.3µM*	-1%	150%[activator]	-2%	-1
COc1ccc(Nc2cccccc2=O)cc1	-1%	27	38%[activator]	65%[activator]	-16%	4%	15
CCC/C=N/NC(=O)c1ccccc1O	5%	47*	-2%	1%	-17%	-9%	18*
COc1ccc(CCNCC(O)Cn2c3ccccc3c3ccccc32)cc1OC (stereo not given)	13%	-22	u	u	60%[activator]	-6%	-5
CC(C)Oc1ccc(S(=O)(=O)N2CCCCC2)cc1NC(=O)C1CCCC1	x	x	u	u	6%	8%	x
O=C(N/N=C/c1ccc(Cl)cc1Cl)C1CCN(c2ncc(C(F)(F)F)cc2Cl)CC1	1%	-9	40%[activator]	51%[activator]	-9%	x	2
Cc1ccc(-c2nc(CS(=O)(=O)CC(=O)NCCCN(Cc3ccccc3)C(C)C)c(C)o2)cc1	-1%	-9	u	6%	122%[activator]	1%	-3
COc1cc(C2SCC(=O)N2c2nnc(C34CC5CC(CC(C5)C3)C4)s2)cc(OC)c1OC (stereo not given)	3%	-11	15µM*	0%	-15%	-3%	-1
Fc1ccc(/C=N/Nc2nc(-c3cccnc3)nc3ccccc23)cc1	-20%	48*	0%	0%	78%[activator]	-7%	46*
Cc1ccc(S(=O)(=O)N2CCC(NC(=O)c3cccc(C)c3)CC2)cc1	2%	-3	-1%	u	-5%	6%	-4
O=C1/C(=C\c2ccc(C(F)(F)F)cc2)CSc2sccc21	6%	11	u	0%	-34%	0%	14
O=C(Cc1cccc2ccccc12)NCCC1=CCCCC1	-1%	-14	-3%	0%	-3%	-1%	-2
